Bioassay records as filed in PubChem BioAssay.
PrPC surface inh: cell surface PrPC inhibition, primary TR-FRET screen; TR-FRET read-out; inhibition, % at 13.8 µM; 370,000 compounds, 0.43% hits; in the data active = inhibition above about 24%; also: 0% = median of the test wells and 100% = reference compound wells
CCHFV vOTU inh: CCHFV vOTU protease inhibition | 370,000 compounds, 0.55% hits | inhibition, % at 11.5 µM | Pep-AMC fluorescence; in the data active = inhibition above about 30%; also: 0% = vehicle wells with enzyme and 100% = no enzyme wells
MazEF act: increases E. coli MazEF RNase cleavage of RNA; AID 504720; activation, % at 20 µM; 350,000 compounds, 0.32% hits; FAM/BHQ RNA-DNA oligo cleavage fluorescence, 5 h; in the data active = activation above about 50%
Target sequence (P0AE70 whole entry, looked up): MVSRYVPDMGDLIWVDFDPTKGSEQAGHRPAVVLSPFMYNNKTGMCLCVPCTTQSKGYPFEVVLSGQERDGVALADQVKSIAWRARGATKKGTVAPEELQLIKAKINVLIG
DUSP3 inh: DUSP3 (human) phosphatase inhibition | P51452 | recombinant VHR phosphatase, pNPP absorbance | inhibition, % at 13.3 µM | 290,000 compounds, 0.52% hits | AID 1654; in the data active = inhibition above about 50%; also: some compounds called inactive have numbers as strong as hits
Target sequence (P51452 whole entry, looked up): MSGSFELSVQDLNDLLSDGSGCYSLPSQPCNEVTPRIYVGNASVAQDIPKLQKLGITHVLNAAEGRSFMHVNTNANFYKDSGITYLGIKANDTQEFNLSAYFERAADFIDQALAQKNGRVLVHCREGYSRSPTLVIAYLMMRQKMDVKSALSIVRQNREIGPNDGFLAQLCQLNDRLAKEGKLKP
SARS 3CLpro inh: SARS-CoV 3CLpro protease inhibition; recombinant SARS-CoV 3CLpro, quenched FRET peptide cleavage; inhibition, % at 6 µM; 290,000 compounds, 0.14% hits; in the data active = inhibition above about 12%
BoNT-F LC inh: BoNT F light chain protease inhibition; inhibition, % at 10 µM; 360,000 compounds, 0.22% hits; AID 588497; Multiplex microsphere protease cleavage assay, flow cytometry; in the data active = inhibition above about 35%, passing the limit was not always enough; inconclusive = no clear call, values can overlap the other calls; also: plate controls were buffer without enzyme for full effect and enzyme alone for no effect
PriA SSB inh: inhibitors of Klebsiella pneumoniae PriA binding to SSB C-terminal tail. AlphaScreen SSBct-PriA binding, biotinylated peptide. inhibition, % at 33 µM. 430,000 compounds, 0.6% hits; in the data active = inhibition mostly above about 37%, no sharp cut-off; inactive = mostly below about 20%;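 also: plate controls were negative control peptide for no effect and reference peptide for full effect; strong numbers were not always called active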
Anthrax LF prot: blocks Bacillus anthracis lethal factor protease | P15917 | 360,000 compounds, 0.12% hits | multiplex microsphere protease cleavage assay, LF | inhibition, % at 10 µM; also: plate controls were buffer without enzyme for full effect and enzyme alone for no effect
Rv3671c protease: Rv3671c (M. tuberculosis) protease inhibition; P9WHR9; inhibition, % at 5.96 µM; 320,000 compounds, 0.048% hits; AID 2606; in the data active = inhibition above about 38%;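 also: extracellular domain of Rv3671c used as enzyme; 0% = enzyme with DMSO and 100% = no enzyme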
Target sequence (P9WHR9 whole entry, looked up, the tested form may be a part): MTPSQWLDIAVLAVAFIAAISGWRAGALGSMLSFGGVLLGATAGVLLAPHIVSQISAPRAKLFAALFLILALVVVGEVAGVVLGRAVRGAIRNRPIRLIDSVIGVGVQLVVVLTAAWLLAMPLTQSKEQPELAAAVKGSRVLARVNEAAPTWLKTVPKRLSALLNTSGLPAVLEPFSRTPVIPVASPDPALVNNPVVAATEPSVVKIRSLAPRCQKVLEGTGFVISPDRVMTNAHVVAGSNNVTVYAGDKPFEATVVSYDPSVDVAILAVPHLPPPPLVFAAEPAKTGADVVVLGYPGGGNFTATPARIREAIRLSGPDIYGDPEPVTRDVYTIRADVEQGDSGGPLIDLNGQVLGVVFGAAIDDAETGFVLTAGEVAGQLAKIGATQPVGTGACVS
BoNT A protease: blocks Botulinum neurotoxin A light chain protease; AID 588499; multiplex microsphere protease substrate cleavage, flow cytometry; inhibition, % at 10 µM; 360,000 compounds, 0.17% hits; also: plate controls were buffer without enzyme for full effect and enzyme alone for no effect
The depositor's hits bear a star; ? = inconclusive; / = no result given; & = joins results of further samples. Rule as the data show it, unless noted: active = inhibition above about 30%; inconclusive = no clear call, values can overlap the other calls; inactive = below that. A portion of the library; count on the stated rates, not on these rows.

SMILES	PrPC surface inh	CCHFV vOTU inh	MazEF act	DUSP3 inh	SARS 3CLpro inh	BoNT-F LC inh	PriA SSB inh	Anthrax LF prot	Rv3671c protease	BoNT A protease
COc1ccc(C(CNC(=O)c2ccc(S(=O)(=O)Nc3ccccc3F)cc2)N(C)C)cc1 (centres undefined)	-1	-1	-6	10	-3	-9	-15	-1	-11	-0.3
O=C(NC(=O)c1ccccc1)Nc1ccccc1	-1	-4	4	61	-2	-2	-18	0	-8	-1.7
CCN(CC(=O)Nc1ccc(NC(C)=O)cc1)C(=O)CSCC(=O)Nc1ccc(C)cc1	8	-4	3	/	/	-16	-3	-8	9	-18
Cn1c(=O)oc2cc(S(=O)(=O)Nc3ccc(F)cc3)ccc21	-7	-1	7	2	2	3	2	5	-10	0.2
COC(=O)CCCn1cc(CN2CC(N3CCN(Cc4ccccc4F)CC3)CS2(=O)=O)nn1 (centres undefined)	5	-3	/	/	/	3	/	-3	/	-0.3
Cc1ccnc(NC(=O)CS(=O)(=O)c2ccccc2)c1	-7	1	1	30	0	19	0	2	1	0.5
O=C(COC(=O)CNC(=O)C1CCCCC1)Nc1ccccc1	-6	13	-5	/	/	-4	0	7	0	-1.0
CC(=O)Nc1ccc(C(=O)NCC(=O)OCc2ccccc2F)cc1	-1	-4	6	40	4	-1	-13	-4	8	-0.1
CC1(C)CC(=O)C=C(c2ccc(-c3cnn(Cc4ccccc4)c3)cc2)C1=O	11	7	-16	/	/	8	/	27	/	15
O=C(O)C1(S(=O)(=O)CCC(F)=C(F)F)CC1	-1	-14	-13	14	-3	0	-9	3	3	-0.4
Cc1ccc(CN(Cc2ccccn2)C(=O)Nc2ccc(C)c(C)c2)cc1	0	12	2	-16	1	7	-4	6	-9	-0.8
COc1cc2c(c(OC)c1OC)-c1ccc(SC)c(=O)cc1C(NC(=O)C(F)(F)F)CC2 (centres undefined)	-8	11	14	/	/	1	-1	7	/	0.8
CCN(CC)CCN1C(=O)c2ccccc2NC1c1ccc(Br)cc1 (centres undefined)	0	-96	7	8	2	1	-1	0	-5	0.2
CCOC(=O)CCNC(C)C1COc2ccccc2O1 (centres undefined)	7	3	5	-3	0	-24	-29	1	-5	-1.1
CN(C(=O)CC1C(=O)NCCN1CC(c1ccccc1)c1ccccc1)C(C1CC1)C1CC1 (centres undefined)	4	1	11	27	-1	-8	-2	0	8	0.9
COc1ccc(-c2nc(CS(=O)CC(=O)NCc3ccc(Cl)cc3)c(C)o2)cc1OC (centres undefined)	4	4	-8	21	-2	2	-17	1	-12	1.3
CCN(CC)S(=O)(=O)c1cccc(NC(=O)c2cc3ccccc3o2)c1	7	9	5	21	5	-46	-10	-10	-30	-2.6
COc1ccc(C(=O)Oc2c(C)occc2=O)cc1OC	-7	2	-2	-11	-3	?	-2	-7	-2	0.7
NC(N)=NCCCS(=O)(=O)Nc1ccc(Nc2c3ccccc3nc3cc([N+](=O)[O-])ccc23)cc1	-8	-15	51*	/	/	-26	4	-14	/	-0.1
CCCc1nc(SCC(=O)Nc2ccc(N3CCOCC3)cc2)c2ccccc2n1	18	-5	10	9	-1	10	-5	-12	3	-0.2

5 of the compounds above, with values under each structure:
Results follow in this order: PrPC surface inh, CCHFV vOTU inh, MazEF act, DUSP3 inh, SARS 3CLpro inh, BoNT-F LC inh, PriA SSB inh, Anthrax LF prot, Rv3671c protease, BoNT A protease
> CN(C(=O)CC1C(=O)NCCN1CC(c1ccccc1)c1ccccc1)C(C1CC1)C1CC1 (centres undefined)
  4, 1, 11, 27, -1, -8, -2, 0, 8, 0.9
> CCN(CC(=O)Nc1ccc(NC(C)=O)cc1)C(=O)CSCC(=O)Nc1ccc(C)cc1
  8, -4, 3, /, /, -16, -3, -8, 9, -18
> Cn1c(=O)oc2cc(S(=O)(=O)Nc3ccc(F)cc3)ccc21
  -7, -1, 7, 2, 2, 3, 2, 5, -10, 0.2
> CCOC(=O)CCNC(C)C1COc2ccccc2O1 (centres undefined)
  7, 3, 5, -3, 0, -24, -29, 1, -5, -1.1
> NC(N)=NCCCS(=O)(=O)Nc1ccc(Nc2c3ccccc3nc3cc([N+](=O)[O-])ccc23)cc1
  -8, -15, 51*, /, /, -26, 4, -14, /, -0.1

The main list resumes, repeating the 4 entries before the break.
SMILES	PrPC surface inh	CCHFV vOTU inh	MazEF act	DUSP3 inh	SARS 3CLpro inh	BoNT-F LC inh	PriA SSB inh	Anthrax LF prot	Rv3671c protease	BoNT A protease
CCN(CC)S(=O)(=O)c1cccc(NC(=O)c2cc3ccccc3o2)c1	7	9	5	21	5	-46	-10	-10	-30	-2.6
COc1ccc(C(=O)Oc2c(C)occc2=O)cc1OC	-7	2	-2	-11	-3	?	-2	-7	-2	0.7
NC(N)=NCCCS(=O)(=O)Nc1ccc(Nc2c3ccccc3nc3cc([N+](=O)[O-])ccc23)cc1	-8	-15	51*	/	/	-26	4	-14	/	-0.1
CCCc1nc(SCC(=O)Nc2ccc(N3CCOCC3)cc2)c2ccccc2n1	18	-5	10	9	-1	10	-5	-12	3	-0.2
COc1cccc2c1OCC1COc3c(c(=O)n(C)c(=O)n3C)C21 (centres undefined)	2	-9	4	39	4	4	-11	4	1	0.6
NS(=O)(=O)c1ccc(N/N=C/c2cn(-c3ccccc3)nc2-c2ccccc2)c([N+](=O)[O-])c1	8	0	7	8	1	5	/	-4	3	0.1
CCN1CCN(c2nc3sc4c(c3c(=O)n2-c2ccc(OC)cc2)CCCCC4)CC1	1	4	7	7	-7	-3	-6	0	6	-1.3
Cc1nnc(SCC(=O)N(C)c2ccccc2)n1-n1cccc1	/	/	9	/	/	-2	4&-14&-12	-2	2	-0.7
CCCCNS(=O)(=O)/C=C/c1ccccc1	1	-2	-3	-2	-2	-5	-18	2	-7	-1.0
O=C(NCC1CCCO1)C1c2ccccc2C(=O)N1C1CCCCCC1 (centres undefined)	/	/	-4	2	5	-7	-16	0	-8	-1.0
CCc1nc(C)cn1S(=O)(=O)c1cc(Cl)c(OC)cc1Cl	1	4	-3	12	-5	2	-5	-5	0	-0.4
O=C(Nc1ccccc1Cl)C1CCCN1C(=O)OCc1ccccc1 (centres undefined)	-3	2	7	6	-11	4	-11	0	2	-0.6
CCOc1ccc(-n2cc(C(=O)Nc3cccc(C)n3)c3cc(OC)c(OC)cc3c2=O)cc1	-8	9	7	/	5	-23	-3	-9	-5	-1.6
CCCSC1=C(C#N)C(c2ccc(OC)cc2)C2=C(CC(C)(C)CC2=O)N1 (centres undefined)	7	3	-4	-8	2	-6	-15	1	4	-0.5
CN(C(=O)c1cccc(NC(=O)Cc2ccc(NC(=O)C3CCN(C(=O)C4CC4)CC3)cc2)c1)C1CCCCC1	-1	0	2	/	/	6	-1	-1	/	-0.3
C=CCNc1nnc(SCC(=O)N2CCC(C(N)=O)CC2)s1	0	-8	-1	/	/	-5	-7	-5	0	0.4
O=C(COC(=O)c1cccc(S(=O)(=O)N2CCCCC2)c1)NCc1cccc(Cl)c1	-4	6	0	/	/	4	/	2	/	0.0
Cc1sc2ncn(CC(=O)NCCCOC(C)C)c(=O)c2c1S(=O)(=O)N1CCN(c2ncccn2)CC1	-5	-12	-3	-11	6	4	-19	-5	2	0.6
C#CCOCCOCCOCCNc1nc(N2CCN(C(=O)[C@H]([C@@H](C)CC)n3cc(CCCCN)nn3)CC2)nc(N2CCN(C(=O)[C@H](CCCCN)n3cc(CCC(=O)O)nn3)CC2)n1	-2	-7	2	/	/	-4	-5	-14	8	-0.9
CCOc1ccc(/C(O)=C2/C(=O)C(=O)N(c3ccccn3)C2c2ccc(C)cc2)c(C)c1 (centres undefined)	40*	13	-1	16	6	-29	/	-4	0	-6.0
O=C(NCc1cccnc1)C1CCN(S(=O)(=O)c2cc(Cl)ccc2Cl)CC1	2	9	-1	36	3	-6	-16	4	1	-1.7
CN(c1cccc(NC(=O)CN(c2ccc(C34CC5CC(CC(C5)C3)C4)cc2)S(C)(=O)=O)c1)S(C)(=O)=O	/	/	3	25	1	34	4	6	-89	?
O=C(O)/C=C/C(=O)Nc1ccc(-n2nccc2C(F)(F)F)cc1	0	-10	2	18	0	?	1	7	-4	6.4
Cc1noc(C)c1NC(=O)N(C)C[C@@H]1OCc2cnnn2CCCC(=O)N([C@@H](C)CO)C[C@@H]1C	-2	-4	-1	/	/	-7	/	2	/	-0.3
O=C(COC(=O)C1CC(O)CN1C(=O)Oc1ccccc1)c1ccc(Br)cc1 (centres undefined)	1	-3	1	-2	-3	-4	2	2	-6	0.0
COc1cccc(C(=O)NC(Cc2ccccc2)c2ccc3c(c2)OCCCO3)c1 (centres undefined)	7	0	-12	10	1	-2	-4	1	-4	-0.2
COc1ccc(S(=O)(=O)N2CCOC23CCN(S(C)(=O)=O)CC3)cc1	-2	-6	3	/	/	/	-3	/	2	/
COc1ccc(C2CC(c3ccccc3)=NN2C(=O)COC(=O)/C=C/c2ccc(O)c(OC)c2)cc1 (centres undefined)	13	11	-14	-3	7	5	-10	5	-9	2.5
CCn1ccnc1CN(C)C(=O)C1CCC(=O)N(Cc2cccc(C(F)(F)F)c2)C1 (centres undefined)	-2	4	0	18	4	/	-2	/	0	/
Cc1cc([N+](=O)[O-])nn1CC(=O)Nc1nc2ccccc2s1	5	-15	3	16	0	10	1	2	4	0.3
COC(=O)c1ccc(Oc2cc(C)nc(-n3nc(C)cc3C)n2)cc1	12	-5	3	48	1	-8	-5	-2	-10	-0.3
O=C(NCc1ccco1)c1c(Cl)cccc1Cl	-9	9	-6	/	/	-2	/	-1	/	-0.5
COc1cc2c(cc1OC)C(c1ccc([N+](=O)[O-])cc1)N(C(C)=O)CC2 (centres undefined)	-4	-5	20	14	5	?	3	8	/	3.9
COCCCNc1nc2c(c(=O)[nH]c(=O)n2C)n1CC(O)COc1ccccc1C (centres undefined)	-5	12	10	38	-2	-3	-1	-7	10	0.2
CCn1nnc(NC(=O)c2ccco2)n1	-2	1	2	-25	1	6	-5	14	-4	-3.3
O=[N+]([O-])c1cccc(S(=O)(=O)N2CCC(c3nc(-c4ccncc4)no3)CC2)c1	-1	-19	-1	33	2	-6	1	-5	0	-0.6
COc1ccc(F)cc1C(=O)C1CCCN(Cc2cnc(C)s2)C1 (centres undefined)	9	-3	4	22	0	-6	3	0	1	0.4
O=S(=O)(c1ccc2ccccc2c1)n1cccn1	-4	-5	1	-4	-3	-5	-3	-1	-4	2.8
Cc1ccc(C)c(C(O)c2ncc(-c3cccc4ccccc34)[nH]2)c1 (centres undefined)	-5	2	/	/	/	-1	/	-5	/	0.1
CC(C)(C)OC(=O)C[C@@H]1C/C=C\C[C@@H](CC(=O)N(CCO)Cc2ccccc2)C(=O)N2CCC[C@@H]2COC1=O	2	-1	6	/	/	-2	/	2	0	-0.5

An excerpt of these results, bar-delimited:
canonical_smiles | PrPC surface inh | CCHFV vOTU inh | MazEF act | DUSP3 inh | SARS 3CLpro inh | BoNT-F LC inh | PriA SSB inh | Anthrax LF prot | Rv3671c protease | BoNT A protease
COC(=O)c1ccc(Oc2cc(C)nc(-n3nc(C)cc3C)n2)cc1 | 12 | -5 | 3 | 48 | 1 | -8 | -5 | -2 | -10 | -0.3
O=C(NCc1ccco1)c1c(Cl)cccc1Cl | -9 | 9 | -6 | / | / | -2 | / | -1 | / | -0.5
